High-throughput results as filed in PubChem BioAssay.
S100A4 inh HTS: inhibitors of S100A4-myosin IIA peptide binding, primary screen, biochemical, fluorescence polarization, TAMRA-MyoIIA peptide; inhibition, % at 10.7 µM; 0.14% of 360,000 active;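 active means mean inhibition of at least 70% across replicates, with every replicate also reaching that level; inconclusive means mean inhibition reaches 70% but some replicates fall short; inactive means mean inhibition below 70%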
Target sequence (P26447 whole entry, looked up): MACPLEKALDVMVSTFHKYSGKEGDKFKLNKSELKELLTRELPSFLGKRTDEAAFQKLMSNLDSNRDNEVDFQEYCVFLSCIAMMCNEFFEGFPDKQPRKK
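Test system – S100A4 monomer (human) · Compound – single-point compound testing · Schedule – 5 min incubation before reading · Probe or stimulus – TAMRA-labelled myosin IIA heavy-chain peptide probe, 5 nM · Benchmarks – neutral control DMSO, positive control TFP · Medium – Calcium-containing HEPES buffer, pH 7.2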
FN deposit inh: inhibitors of fibronectin matrix deposition, primary screen, AH1F cells, Alexa488-fibronectin fluorescence, plate reader; AH1F fibroblasts, overnight; inhibition, % at 12.6 µM; 0.086% of 350,000 active;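 active means mean inhibition across replicates of 30% or more, regardless of how many single replicates reach that level; inconclusive means mean under 30% yet at least half of replicates reach 30%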;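 further: positive control wells lacked labelled fibronectin entirely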
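material = AH1F fibroblast monolayer depositing Alexa488-labelled fibronectin into matrix | amount = 10000 AH1F cells/well | buffer or medium = DMEM plus 2% serum, read in PBS | incubation = 1 h cell adhesion before compound, then overnight fibronectin incubation | detection = fluorescence at 485 nm excitation, 525 nm emission | evaluation = percent inhibition as loss of matrix-bound fibronectin fluorescence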
SIRT5 inh: SIRT5 desuccinylase inhibitors, primary screen, biochemical, fluorescence imaging, single point, set 5 | NAD-dependent protein deacylase sirtuin-5, mitochondrial (Homo sapiens), Q9NXA8 | AID 652115, 2013 | 1.1% of 330,000 active | Purified SirT5, succinyl-peptide AMC, trypsin-coupled fluorescence | inhibition, % at 15 µM; in the data active means inhibition above about 15%; inconclusive means no clear call, values can overlap the other calls
Target sequence (Q9NXA8 whole entry, looked up): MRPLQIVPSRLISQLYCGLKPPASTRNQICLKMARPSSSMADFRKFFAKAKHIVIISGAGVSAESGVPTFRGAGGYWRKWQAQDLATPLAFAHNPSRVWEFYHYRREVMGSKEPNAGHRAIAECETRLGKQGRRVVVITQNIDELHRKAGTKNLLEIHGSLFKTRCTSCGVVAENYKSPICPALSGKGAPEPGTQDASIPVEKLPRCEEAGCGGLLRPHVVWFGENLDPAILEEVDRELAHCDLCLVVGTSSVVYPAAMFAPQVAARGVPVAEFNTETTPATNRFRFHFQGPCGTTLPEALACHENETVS
LGR2 antag: inhibitors of bursicon-induced LGR2 CRE-luciferase signal, primary screen, cell-based, HEK293, CRE-luciferase reporter, bursicon stimulation; Drosophila bursicon receptor LGR2 (rickets); bursicon-stimulated, 4 h; inhibition, % at 9.99 µM; 0.35% of 380,000 active; AID 720647, 2013;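 active means drop in luminescence signal, shown as inhibition above about 50% in the replicate tests, limit read from the data, passing the limit was not always enough; inconclusive means probably only some replicates passing the limit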;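 further: agonist challenge used bursicon conditioned medium at about half maximal strength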
Statin myotox sup: suppressors of statin myotoxicity in C2C12 myotubes, primary screen, cell-based, single point, plate reader. C2C12 myotubes + simvastatin, ATP luminescence, 48 h; scaled: DMSO 0, geranylgeraniol control 100. rescue of ATP level, % at 7.49 µM. 0.78% of 330,000 active. AID 602340, 2012;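 active means mean ATP rescue above about 67%, or every replicate alone reaching that limit, limit read from the data, passing the limit was not always enough; inconclusive means no clear call, values can overlap the other calls; inactive means mean under the limit and some replicate under it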;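 further: myotubes were challenged with 10 µM simvastatin during compound exposure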
esBAF inh: Bmi1 luciferase reporter increase in mESCs, primary screen, esBAF inhibitor project, mouse ES cells, Bmi1 luciferase knock-in, single point; 24 h; 100% = twice the neutral-well signal; 2% of 350,000 active; reporter increase, % at 12.5 µM; in the data active means activation above about 40%; inconclusive means no clear call, values can overlap the other calls;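 further: 0% = median of the plate's neutral control wells and 100% = double that signal; a rise in the Bmi1 reporter signal indicates esBAF inhibition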
Casp6 inh: human caspase-6 inhibitors, primary screen, biochemical, VEID-R110 fluorescence, single point, set 2. purified caspase-6, Z-VEID-R110 cleavage fluorescence. inhibition, % at 12.5 µM. 0.53% of 350,000 active;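 active means mean inhibition across replicates at least about 35%, with every replicate also reaching that limit, limit read from the data; inconclusive means only one of the two criteria met; inactive means neither criterion met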;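 further: 0% = median of neutral control wells and 100% = no fluorescence left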
Target sequence (P55212 24-179 limits assumed): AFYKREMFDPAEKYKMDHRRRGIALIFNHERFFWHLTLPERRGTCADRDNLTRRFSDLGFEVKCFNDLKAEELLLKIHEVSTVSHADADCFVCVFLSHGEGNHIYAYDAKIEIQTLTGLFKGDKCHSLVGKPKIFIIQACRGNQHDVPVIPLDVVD
Target sequence (P55212 194-293 limits assumed): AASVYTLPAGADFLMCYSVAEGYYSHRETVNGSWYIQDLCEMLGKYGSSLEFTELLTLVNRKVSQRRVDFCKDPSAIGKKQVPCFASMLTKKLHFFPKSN
* marks the source's active call; other numbers are inactive results; ? = inconclusive; . = no result given; & = joins results of further samples. A portion of the library (hit frequency here may not be typical).

SMILES	S100A4 inh HTS	FN deposit inh	SIRT5 inh	LGR2 antag	Statin myotox sup	esBAF inh	Casp6 inh
O=C(NC1CCN(C(=S)NCc2ccco2)CC1)C1CCCCC1	.	-11	.	.	3	0	.
CN1c2ccc(-c3cccc(C#N)c3)cc2[C@@H]2[C@@H](CCN2C(=O)Nc2cc(F)ccc2F)[C@@H]1CO	4	15	7	18	-24	15	1
O=C(C[C@@H]1C[C@H]2c3cc(NC(=O)c4ccc5c(c4)OCO5)ccc3O[C@H]2[C@H](CO)O1)NC1CCCC1	3	3	0	38	8	0	1
Cc1ccc(-c2ccc3c(c2)O[C@H](CN(C)S(C)(=O)=O)[C@@H](C)CN([C@@H](C)CO)S3(=O)=O)cc1	0	3	-1	7	10	1	-5
O=C1CCc2cc(S(=O)(=O)N3CCCC3C(=O)NC3CCCCCCC3)ccc2N1 (configuration not stated)	-1	-3	2	.	2	-3	0
O=C(CN(Cc1cccs1)C(=O)CCC(=O)Nc1ccccn1)NCc1ccccc1	-1	0	-7	8	.	.	-1
CC1C(=O)N2CCCc3cc(S(=O)(=O)NCc4ccc(F)cc4)cc1c32 (configuration not stated)	-1	5	0	4	.	.	-3
Cc1ccc(/C=N/Nc2ccc(C(=O)O)cc2)s1	-19	7	-1	90*	-14	-20	5
COC(=O)c1cc(=O)n(-c2ccc(F)cc2)c(=Nc2ccc(F)cc2)s1	2	-3	-6	?	4	30	-1
COc1ccc(C(NC(=O)C2CCN(CCCOc3ccccc3)CC2)c2cccs2)cc1 (configuration not stated)	1	-4	1	-6	-7	-6	-6
Cc1cccc(Nc2c([N+](=O)[O-])c(=O)oc3ccccc23)c1	0	1	1	0	.	.	0
CCNc1cc2c(cc1O)CCC1C2CCC2(C)C(O)CCC12 (configuration not stated)	11	5	-2	7	.	.	4
COc1ccccc1N1CCN(C(=O)c2ccc(Cl)c(S(=O)(=O)N3CCOCC3)c2)CC1	10	.	10	12	.	.	-3
Cc1ccc2nc(SCC(=O)NCc3ccccc3)nc(=O)n2c1	8	3	2	0	-5	6	-1
CCCCn1c(N)c(N(CCOC)C(=O)c2cc(=O)[nH]c3ccccc23)c(=O)[nH]c1=O	-3	8	-14	7	7	1	-5
O=C(O)c1ccc(COc2ccccc2/C=C2/NC(=O)N(c3cccc(Cl)c3)C2=O)cc1	0	1	1	.	.	.	3
C[C@H]1CN([C@@H](C)CO)C(=O)c2cccc(NC(=O)NC3CCCCC3)c2O[C@H]1CN(C)Cc1ccncc1	-2	.	-4	-7	-4	-1	1
COc1ccccc1CNc1nc2nc(C)c(C)c(=O)n2[nH]1	.	2	.	.	-8	-5	.
COc1ccc(CCNC(=O)C2CCN(C(=O)c3ccc(Cl)cc3)CC2)cc1	1	-10	2	31	-2	-2	1
N#Cc1nc(-c2cccs2)oc1N1CCN(Cc2ccccc2)CC1	-4	.	-4	13	-3	8	-1
CN(CCCNC(=O)CCC(=O)N1CCOc2ccccc21)Cc1ccccc1	4	1	-1	-6	5	1	-8
O=C(Nc1ccccn1)C(c1ccccc1)c1ccccc1	0	5	.	-11	0	4	-2
Cc1nc2ccc(NS(=O)(=O)c3ccc(F)c(F)c3F)cc2s1	-2	5	-2	7	-15	2	6
C[C@H](CO)N1C[C@H](C)[C@@H](CN(C)C)Oc2c(NS(=O)(=O)c3ccc(F)cc3)cccc2C1=O	0&1	-3&6	7&4	-2&1	0&0	-3&-5	2&-1
COc1ccc(NC(=O)C2C3CCC(O3)C2C(=O)O)c(C)c1 (configuration not stated)	0	5	2	0	7	6	-1
CCOC1=C2[C@H](c3ccccc3)N(S(=O)(=O)c3ccccc3)C[C@H]2n2c(=O)n(-c3ccccc3)c(=O)n2C1	1	.	-3	-5	-2	5	-1
CCOC(=O)N1CCN(C(=O)/C=C/c2c(C)nn(-c3ccc(F)cc3)c2Cl)CC1	5	0	1	3	.	.	-4
CCNC(=O)[C@H]1[C@H](CO)[C@H]2Cn3c(ccc(/C=C/c4ccccc4)c3=O)[C@@H]1N2CC	0	.	-101	-2	15	1	-3
CSc1ncc(CN2CCN(C3CCCC3)C(CCO)C2)cn1 (configuration not stated)	-7	12	-2	3	-2	-5	-1
COC(=O)C[C@@H]1CC[C@H]2[C@@H](COC[C@@H](O)CN2S(=O)(=O)c2ccc(F)cc2)O1	-1	-1	3	4	-4	-8	-2
COc1cccc2[nH]c(C(=O)NC(C)c3ccccc3)cc12 (configuration not stated)	-20	2	-10	4	4	7	5
CC1CCCC(C)N1C(=O)COC(=O)CCC(=O)c1ccc(F)cc1 (configuration not stated)	-5	9	-1	0	9	-3	1
CCCCn1c(SCC(=O)NNC(=O)c2ccco2)nnc1-c1ccco1	-4	-39	-1	-1	.	.	0
Cc1ccc(-n2ncc3c(=O)n(CC(=O)N4CCN(c5ccccc5)CC4)cnc32)cc1C	-12	-7	-4	8	.	.	-1
Cc1cc(SCC(=O)N(C)C2CCCCC2)nc2ccccc12	0	-2	2	1	-12	2	1
CC(=O)N[C@@H](C)C(=O)OC(C)C(=O)Nc1cccc([N+](=O)[O-])c1 (some centres not stated)	-2	0	4	-3	.	.	-5
O=C(NO)C1CC2C=CC1C2 (configuration not stated)	.	-1	.	.	-13	6	.
CCOC(=O)[C@]12CCCC=C1N(Cc1cccc3ccccc13)C(=O)[C@H](CC(=O)N1CCC(c3ccccc3)CC1)C2	2	11	.	11	.	.	-3
CCOc1ccc(NS(=O)(=O)c2ccc(C(=O)N3CCN(C(C)=O)CC3)cc2)cc1	-7	.	1	8	.	.	1
C[C@H]1CCCCO[C@H](CN(C)C(=O)CCC(F)(F)F)[C@@H](C)CN([C@@H](C)CO)C(=O)c2cc(NS(=O)(=O)c3ccc(F)cc3)ccc2O1	0	-4	5	-2	.	-5	3
COc1ccc(CSc2nnc(C)n2N)cc1[N+](=O)[O-]	34	.	3	-18	.	.	-2
CC(C)NC(=O)Nc1ccc2c(c1)C(=O)N([C@@H](C)CO)C[C@@H](C)[C@H](CN(C)C(=O)CCC(F)(F)F)OCCCC[C@H](C)O2	-7	-9	3	11	.	.	-2
O=C(Nc1c(-c2ccccc2)[nH][nH]c1=O)c1ccccc1	-3	-3	-5	3	.	.	3
CC(C)c1[nH]nc2c1C(c1ccccc1)N(c1ccccc1)C2=O (configuration not stated)	-5	-2	3	17	.	.	2
CSc1ccc(/C=N/N2CCN(Cc3ccc(C)cc3C)CC2)cc1	-3	-2	-5	-15	.	-7	-1
COc1ccc(NC(=O)N(C)C[C@@H]2Oc3ncc(-c4cccc(OC)c4)cc3C(=O)N([C@H](C)CO)C[C@@H]2C)cc1	.	9	.	10	-4	-2	.
CO[C@H]1CN(C)C(=O)c2ccc(NC(C)=O)cc2OC[C@@H](C)N(Cc2nccs2)C[C@H]1C	6	-3	10	-9	6	8	2
C/C(=N\NC(=S)NC(C)C)c1ccc(C(C)(C)C)cc1	-4	.	0	6	9	4	-1
CSCCC(NC(=O)c1ccccc1Cl)C(=O)N1CCN(C(c2ccccc2)c2ccccc2)CC1 (configuration not stated)	-1	.	5	2	.	.	1
O=C(Nc1ccc2ccccc2c1)c1ccccc1Cl	-5	6	-3	-7	-27	-5	1
COc1ccc(CCNC(=O)COc2ccc(S(=O)(=O)N3CCOCC3)cc2C)cc1	-2	-4	-1	-1	.	.	1
CCCc1nnc(NC(=O)CCCN2C(=O)c3ccccc3C2=O)s1	.	.	.	-20	-8	-10	.
CCOC(=O)c1nn(-c2ccccc2C)c(=O)cc1OCC(=O)Nc1cccc(OC)c1	7	0	-7	8	7	-2	0
O=C(NN(CC(O)COc1ccccc1)CC(O)COc1ccccc1)c1ccccc1 (configuration not stated)	0	7	-3	.	.	.	1
O=S(=O)(c1ccc(NC(=S)NN=C2CCCCC2)cc1)N1CCOCC1	-1	0	-5	6	.	.	3
c1ccc(C2=NN(c3ccccc3)CC2)cc1	4	-6	-7	-54	-12	46*	-2
COc1ccc(C(=O)NCCCNC(=O)c2cc3ccccc3[nH]2)cc1OC	-4	-5	-3	-11	6	6	-5
C[C@@H]1CN([C@H](C)CO)C(=O)c2cc(/C=C/c3ccccc3)cnc2O[C@@H]1CN(C)C(=O)c1cccc(F)c1	1	.	-10	-2	-24	0	0
CC(C)Cn1cnc2c(SCc3ccccc3)nc(N)nc21	-5	10	-1	-38	-1	76*	0
CCCC(=O)N1CCC1(C)C(=O)Nc1ccc(C)cc1 (configuration not stated)	1	0	3	3	-9	-1	0

5 entries out of the list, sorted by molecular weight, high to low.
SMILES	S100A4 inh HTS	FN deposit inh	SIRT5 inh	LGR2 antag	Statin myotox sup	esBAF inh	Casp6 inh
COc1ccc(C(NC(=O)C2CCN(CCCOc3ccccc3)CC2)c2cccs2)cc1 (configuration not stated)	1	-4	1	-6	-7	-6	-6
Cc1ccc(-n2ncc3c(=O)n(CC(=O)N4CCN(c5ccccc5)CC4)cnc32)cc1C	-12	-7	-4	8	.	.	-1
O=C(NN(CC(O)COc1ccccc1)CC(O)COc1ccccc1)c1ccccc1 (configuration not stated)	0	7	-3	.	.	.	1
Cc1ccc2nc(SCC(=O)NCc3ccccc3)nc(=O)n2c1	8	3	2	0	-5	6	-1
CCNc1cc2c(cc1O)CCC1C2CCC2(C)C(O)CCC12 (configuration not stated)	11	5	-2	7	.	.	4

Next section
SMILES	S100A4 inh HTS	FN deposit inh	SIRT5 inh	LGR2 antag	Statin myotox sup	esBAF inh	Casp6 inh
CO[C@H]1CN(C)C(=O)c2cc(NC(=O)C3CCCCC3)ccc2OC[C@@H](C)NC[C@H]1C	2	3	-5	-4	0	-1	-1
CCOCCCn1c(=NC(C)=O)c(C(=O)OCC)cc2c(=O)n3ccccc3nc21	3	5	-4	-1	-10	-9	-3
C[C@@H]1CN([C@@H](C)CO)C(=O)c2cc(C#CC(C)(C)O)cnc2O[C@@H]1CN(C)Cc1cccc(F)c1	.	-7	.	-3	-2	-5	.
CCc1ccccc1NS(=O)(=O)c1cc2c3c(c1)CCN3C(=O)CC2	7	3	-3	12	21	-1	4
C[C@H]1CN([C@@H](C)CO)C(=O)CCCn2nncc2CO[C@@H]1CN(C)C(=O)Nc1cccc2ccccc12	-1&-1	-2&-5	-2&0	-11&-2	-1&-5	1&5	15&-2
CC1CN(C(=O)N2c3ccccc3Sc3ccccc32)C(C)CC1=O (configuration not stated)	.	2	.	.	18	3	.
CCOc1ccc(OCC)c(NC(=O)Cn2cccc2)c1	1	.	0	-12	.	.	-3
COc1ccc(C(CNC(=O)c2ccc(S(=O)(=O)N3CC(C)CC(C)C3)cc2)N(C)C)cc1 (configuration not stated)	0	18	-3	.	-10	-1	1
O=C1CC(c2ccccc2Cl)CC(O)=C1C=NCCCO (configuration not stated)	-16	7	1	11	6	2	1
Cc1cc2c(cc1S(=O)(=O)CCC(=O)N(C)Cc1ccccc1)OCC(=O)N2	-8	4	0	4	2	4	-3
O=C(C[C@H]1CC[C@H](NS(=O)(=O)c2ccc(F)cc2)[C@@H](CO)O1)NCCc1ccncc1	3	1	-2	13	-8	4	0
CC(C)NC(=O)Nc1ccc2c(c1)C(=O)N([C@H](C)CO)C[C@@H](C)[C@H](CN(C)Cc1ccc(C(=O)Nc3ccccc3N)cc1)O2	-19	-9	.	-40	.	-8	2
